# C8 TRAIL sens – viability loss with TRAIL in NB7+C8 cells, primary screen, TRAIL sensitizer project, cell-based, ATPlite luminescence; inhibition (viability loss, TRAIL sensitization), % at 10 µM; actives 1% (n = 360,000);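 active means compounds causing at least 50% loss of cell viability in the single-dose screen, relative to plate controls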
# TROY signal inh – inhibitors of TROY-driven NF-kB signaling, primary screen, Q293 LMP1-TROYcd cells, NF-kB luciferase, uHTS; Q293 LMP1-TROYcd NF-kB luciferase reporter, 4 h; inhibition, % at 10 µM; actives 0.98% (n = 360,000); AID 1347056, 2019;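 active means compounds whose plate-normalised and pattern-corrected inhibition of the luciferase reporter signal at the single screening dose is 50% or more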
# HIF-2a inh – HIF-2a reporter inhibitors, primary screen, luminescence, 786-0 RCC cells; 786-0 RCC cells HIF-2a reporter, luciferase luminescence, overnight; inhibition, % at 18.8 µM; actives 0.72% (n = 360,000); AID 624352, 2012;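 active means inhibition of the luminescence signal of 40% or more relative to plate controls, in a single-dose primary screen at 18.75 µM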
# TRPM1 prom inh – inhibitors of MITF-dependent TRPM1 promoter reporter, primary screen, cell-based, SK-MEL-5, single point, luciferase; SK-MEL-5 TRPM1 promoter luciferase, 24 h; actives 0.83% (n = 330,000); inhibition, % at 12.5 µM;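 active means mean inhibition across replicates of 60% or more, whatever share of single replicates reaches that level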; further: values of inactives mirror those of a sister screen read the other way
# NR2E3 ag-1 – inhibitors of NR2E3-RetCOR corepressor binding, primary screen, NR2E3 agonist project, biochemical, TR-FRET, GST-NR2E3, biotin-RetCOR | AID 2300, 2010 | actives 0.12% (n = 320,000) | 1536-well | inhibition of corepressor binding, % at 4.78 µM;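 active means percent inhibition above the cutoff of mean plus 3 SD of all tested compounds, set per screening campaign, cut at about 20% in these data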;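 further: 0% = DMSO wells and 100% = biotin wells as full block of FRET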
# Target sequence (Q9Y5X4 whole entry, looked up): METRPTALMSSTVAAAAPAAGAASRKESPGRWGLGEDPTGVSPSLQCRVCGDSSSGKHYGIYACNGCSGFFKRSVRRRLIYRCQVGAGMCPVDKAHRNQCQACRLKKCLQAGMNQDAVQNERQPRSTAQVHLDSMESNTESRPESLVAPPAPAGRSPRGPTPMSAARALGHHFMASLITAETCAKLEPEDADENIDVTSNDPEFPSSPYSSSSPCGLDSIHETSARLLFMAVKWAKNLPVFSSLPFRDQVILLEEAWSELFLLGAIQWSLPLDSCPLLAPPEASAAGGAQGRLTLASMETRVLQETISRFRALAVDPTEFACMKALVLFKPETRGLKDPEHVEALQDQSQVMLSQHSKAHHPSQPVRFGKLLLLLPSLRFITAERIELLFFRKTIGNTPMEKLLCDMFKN
#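 Test system: GST-NR2E3 and biotin-RetCOR proteins | Quantity: 1.35 nM GST-tagged NR2E3 final | Medium: Tris pH 7.5 | Also added: 7 nM biotin-RetCOR | Dosing: Compound at 4.8 µM, single dose | Timing: 5 h at 4 °C | Detection: Time-resolved FRET | Read-out basis: Percent inhibition | Benchmarks: Biotin wells as high control, 0.6% DMSO wells as low control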
# KKLEB cytotox – cytotoxicity in KKLEB CF airway cells, primary screen, cytotoxicity control for CF NF-kB inhibitor project, cell-based, uHTS, fluorescence assay plates. KKLEB CF airway cells viability, ATPlite luminescence, overnight; hits give low values; cells stimulated with P. aeruginosa culture filtrate. activity change (cytotoxicity), % at 5 µM. actives 0.36% (n = 360,000);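 active means corrected activity change at or below -50% at 5 µM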
# TWEAK Fn14 block – inhibitors of TWEAK-Fn14 signaling, primary screen, luciferase reporter cells, uHTS | actives 2% (n = 360,000) | AID 1159606, 2016 | TWEAK-stimulated Fn14 reporter cells, luciferase luminescence, 8 h | inhibition, % at 10 µM; in the data active means inhibition above about 50%
# Shn3 3UTR inh – reduction of Shn3 3'UTR firefly luciferase signal, primary screen, Schnurri-3 inhibitor project, cell-based, Clone20 osteoblasts, set 2; actives 0.52% (n = 360,000); inhibition, % at 12.5 µM; Clone20 osteoblast Shn3 3'UTR firefly luciferase, 24 h; AID 588674, 2011;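 active means mean inhibition of at least 75% with every replicate also reaching 75%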;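 further: 0% = median of neutral control wells and 100% = pilot-screen positive control compound; some compounds past the cut are filed as inactive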
# CF NFkB block – inhibitors of PAF-induced NF-kB signaling, primary screen, cell-based, GFP fluorescence, uHTS; AID 588850, 2011; KKLEB NF-kB-GFP reporter, GFP fluorescence overnight; actives 0.86% (n = 360,000); inhibition, % at 5 µM;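 active means at least 50% inhibition at 5 µM, scaled per plate between neutral and stimulator controls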;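 further: PAF is a Pseudomonas aeruginosa culture filtrate used as stimulus; plate controls were PAF-stimulated DMSO wells for no effect and unstimulated DMSO wells for full effect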
# Peg3 prom inh – Peg3 promoter-driven luciferase inhibitors, primary screen, cell-based, HeLa, luciferase luminescence; inhibition, % at 20 µM; AID 588405, 2011; actives 1.7% (n = 360,000); HeLa PEG-Prom luciferase reporter, overnight;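 active means inhibition of at least 50% at 20 µM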
# NR2E3 ag-2 – NR2E3 agonists in two-hybrid cells, primary screen, cell-based, luminescence, CHO-S, Gal4-NCOR/VP16-NR2E3; Photoreceptor-specific nuclear receptor (Homo sapiens), Q9Y5X4; luciferase; inhibition of corepressor binding, % at 3.98 µM; actives 0.35% (n = 360,000); AID 602229, 2012;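 active means inhibition above the mean of all tested compounds plus 3 SD, cut at about 70% in these data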;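 further: 0% = DMSO with NR2E3 transfected cells and 100% = cells lacking NR2E3 construct; higher means lower luciferase signal from less NR2E3 corepressor binding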
# * = called active by the depositor; · = not tested or not shown.
SMILES,C8 TRAIL sens,TROY signal inh,HIF-2a inh,TRPM1 prom inh,NR2E3 ag-1,KKLEB cytotox,TWEAK Fn14 block,Shn3 3UTR inh,CF NFkB block,Peg3 prom inh,NR2E3 ag-2
Cc1cc(C)cc(N(CCC#N)C(=O)COC(=O)C2CCN(S(=O)(=O)c3ccc(C)c(C)c3)CC2)c1,-19,-4,8,-2,3,-20,1,-12,38,7,-22
COc1ccc(CCn2c(C3CCCCC3)nc3c(c(=O)c4ccccc4n3C)c2=O)cc1OC,2,7,6,-13,3,-7,-29,27,2,1,5
CC(=O)NC12CC3CC(C1)CC(C(=O)N1CCN(S(=O)(=O)c4ccccc4[N+](=O)[O-])CC1)(C3)C2,-3,-1,5,7,0,16,-2,2,2,5,7
COc1ccccc1OCC(O)Cn1nc(C)cc1C (stereo not drawn),-4,8,-6,-9,-1,9,0,-23,4,-23,-9
Cc1ccc(Nc2nnc(SC(C)C(=O)NCC3CCCO3)s2)cc1C (stereo not drawn),-4,-30,-17,-9,1,1,-20,10,1,2,-33
O=C(CSc1ccsc1[N+](=O)[O-])N1CCN(c2ccc(Cl)cc2)CC1,-6,-6,11,2,-3,-3,24,-8,-12,16,-2
Cc1cccc(OCc2nnc(SCC(=O)Nc3cccc(C(=O)N4CCOCC4)c3)o2)c1C,5,-3,16,10,0,4,1,1,0,5,-7
Nc1cccc(Oc2ccc3c(c2)C(=O)N(CCO)C3=O)c1,8,13,10,1,·,12,-3,1,-11,1,2
Cc1cc(OCCCC(=O)Nc2nnc(C3CC3)s2)ccc1Cl,-1,1,4,1,1,6,1,15,0,13,16
CC(C)Oc1ccc(Cn2c(=O)sc3ccccc32)cc1,-4,-8,3,5,-1,-6,-9,8,12,7,-14
CC(c1ccccc1)N1C(=O)c2cccnc2C1=O (stereo not drawn),0,14,19,-2,6,2,4,-3,-16,7,-22
CCc1noc(C)c1C(=O)Nc1cccc(S(=O)(=O)N(C)c2ccccc2)c1,5,-9,5,3,4,-1,4,20,-9,13,0
O=C(CNC1=NCCC1)c1ccc(Cl)cc1,28,4,16,-13,1,14,-14,10,-6,7,9
O=C(CSc1ccc(-c2ccccn2)nn1)c1ccc(F)cc1,13,-11,1,11,4,2,82*,-17,12,-1,-6
CCOC(=O)CN1CC23C=CC(O2)C(C(=O)NCc2ccc(F)cc2)C3C1=O (stereo not drawn),7,4,8,·,0,9,-27,0,-5,-1,-17
CCOc1cc2[nH]c(=O)n(CCCCC(=O)N3CCCCCC3)c(=O)c2cc1OCC,-8,12,20,10,1,-9,1,20,-1,22,-14
COc1cc(/C=C(/C#N)C(=O)NCCc2c[nH]c3ccccc23)ccc1OCc1ccccc1F,17,5,1,33,5,-28,-12,25,22,89*,10
CCCCC(=O)Nc1cc(N(C)C)nc2ccccc12,-1,-9,18,9,2,1,-3,-5,-10,11,5
CN(c1ccccc1)S(=O)(=O)c1ccc2c(c1)oc(=O)n2C,3,-7,3,-8,2,-11,4,10,14,24,16
COc1ccc(C2NC(=O)c3ccccc3O2)cc1OC (stereo not drawn),-18,0,6,-14,0,-12,-16,2,9,1,-13
C=CCOc1ccc(/C=C2/C(=O)ON=C2C)cc1OC,-4,-18,27,17,1,1,-4,47,4,47,-12
COc1ccc(NC(=O)c2cc(-c3cc(Cl)ccc3C)n[nH]2)cn1,13,0,-95,·,·,14,-2,-17,-8,-83,5
Cc1ccc(S(=O)(=O)N2CCC(=O)N(C(COCc3ccccc3)Cc3ccccc3)CC2)cc1 (stereo not drawn),-3,2,14,-3,3,2,20,47,4,3,-6
Cc1cc(C(=O)NN=C2CCCCC2)c2ccccc2n1,7,0,18,3,-1,4,31,-2,5,6,-52
COC(=O)c1sc(NC(=O)c2cc3c(s2)CCCC3)nc1C,25,-10,-134,-73,6,0,12,-35,-23,-173,-89
SMILES,C8 TRAIL sens,TROY signal inh,HIF-2a inh,TRPM1 prom inh,NR2E3 ag-1,KKLEB cytotox,TWEAK Fn14 block,Shn3 3UTR inh,CF NFkB block,Peg3 prom inh,NR2E3 ag-2
O=C(NCc1ccccc1)/C(=C\c1cccc([N+](=O)[O-])c1)NC(=O)c1ccco1,-2,9,8,·,·,-8,14,5,22,3,-21
COc1ccc(/C(C)=N/Nc2nc(C)cc(-c3ccccc3)n2)cc1,19,-42,-1,·,3,-16,-11,53,-13,-8,-13
COc1ccc2oc(=O)c(-c3csc(Nc4ccc(O)cc4)n3)cc2c1,21,19,-321,-7,0,-6,68*,6,-22,-42,-16
CC(C)(C)c1ccc(S(=O)(=O)Nc2ccc(C(=O)N3CCCC3)cc2)cc1,-3,6,2,3,·,7,6,9,-21,10,22
CN(Cc1ccc(F)cc1)C(=O)c1cccc(OCc2ccccc2)c1,-7,22,8,6,2,-34,-20,6,12,30,-16
CCCCn1c(SCC(=O)Nc2ccccc2C(F)(F)F)nc2ccsc2c1=O,7,-3,14,-11,2,-3,-15,17,12,28,-18
COc1ccc(-c2csc(C(O)c3ccc(OC)cc3)n2)cc1 (stereo not drawn),3,4,-47,·,·,-21,-27,30,-8,-25,20
COc1ccc(NC(=O)CSc2nnc(-c3cccs3)n2N)c(OC)c1,14,1,6,1,-4,8,5,18,5,1,-13
Cc1ccc(C(=O)Nc2sc(C(=O)N(C)C)c(C)c2C#N)cc1,-13,3,-3,-4,2,2,11,-7,-5,1,-6
O=C1CCC(=O)N1CN(C(=O)c1ccco1)c1ccc(Cl)c(Cl)c1,-10,-13,23,14,1,-1,-4,16,-1,5,-6
O=C(Nc1cccnc1)c1ccc(S(=O)(=O)c2ccccc2)cc1,-8,13,5,1,-1,-9,-1,-20,4,16,3
O=C(COC(=O)/C=C/c1cccc(Cl)c1)Nc1ccc(N2CCOCC2)cc1,-8,3,12,1,·,-12,15,-3,21,2,21
CCOc1cc(/C=C2\SC(=S)N(Nc3ccccc3)C2=O)ccc1O,25,31,-259,-43,2,15,-46,-12,-12,-222,6
CCn1cnnc1SCC(=O)NCC1COc2ccccc2O1 (stereo not drawn),-11,-6,5,10,3,5,4,4,-32,-4,-26
COc1ccc(-c2cc(C(F)(F)F)nc(SCCC(=O)Nc3cc(C)on3)n2)cc1,1,-16,9,4,-3,-4,-23,7,17,13,3
N#CCCn1ncn(-c2ccccc2)c1=S,-14,-6,4,4,-1,4,-7,5,2,-5,8
O=C(c1c(F)cccc1F)N1CCCC(c2nc(-c3ccc(F)cc3)no2)C1 (stereo not drawn),12,-29,-127,7,3,-4,-8,3,-2,-61,-50
COc1ccccc1C(CNC(=O)CN(C)S(=O)(=O)c1ccc(C)cc1)N1CCCC1 (stereo not drawn),-11,1,-1,-10,-4,-10,2,-4,0,-5,-46
Cn1cc(/C=N/NC(=O)c2cccc([N+](=O)[O-])c2)c2ccccc21,-6,-23,-9,2,1,-1,-8,10,-6,5,-5
Oc1ccc(-c2c(C3=CCCCC3)sc3ccccc23)cc1,-1,6,11,7,0,12,23,-8,12,-7,-13
Cn1ccc(C(=O)OCC(=O)Nc2cccc3ccccc23)n1,4,12,7,14,3,2,12,15,-5,13,4
CCCCn1c(N)c(N(CC)C(=O)c2cccc(S(=O)(=O)N3CCN(C)CC3)c2)c(=O)[nH]c1=O,-2,-3,6,8,-4,1,6,-23,8,15,-11
Cc1cc(C)c(C)c(S(=O)(=O)NCCN2CCOCC2)c1C,-5,5,17,1,-1,-9,3,8,-8,18,-18
Cc1cc(C)nc(SCC(=O)Nc2ncc(Cc3cccc(Cl)c3Cl)s2)n1,9,25,16,9,1,-25,25,40,29,18,-28
CSc1ncccc1C(=O)OCC(=O)C(C)(C)C,-1,3,6,-4,5,5,14,-18,4,6,-19
SMILES,C8 TRAIL sens,TROY signal inh,HIF-2a inh,TRPM1 prom inh,NR2E3 ag-1,KKLEB cytotox,TWEAK Fn14 block,Shn3 3UTR inh,CF NFkB block,Peg3 prom inh,NR2E3 ag-2
Cc1cc(C(=O)NC(=S)Nc2ccccc2N2CCOCC2)ccc1[N+](=O)[O-],17,5,15,-9,2,18,-4,16,6,10,-1
COCCNC(=O)/C(C#N)=C/c1cc(C)n(C2CCCCC2)c1C,49,-13,-198,-87,1,-10,-12,-45,19,-283,-132
CC(C)(C)c1ccc(C(=O)Nc2ccc(C(=O)NCc3cccnc3)cc2)cc1,12,-18,-48,11,4,4,-21,52,7,-61,29
COc1ccc(CNC(=O)C/C(C)=N/NC(=O)Cc2ccc(OC)c(OC)c2)cc1,-5,-7,13,3,-3,1,-1,3,15,13,-3
O=C(NC1CCCCC1)N1CCc2ccccc2C1,2,-55,-184,-67,1,-1,32,-63,12,-175,-20
Cc1ccc(Cc2c(-c3ccc(C#N)cc3)nc3c(C)cc(Br)cn23)cc1,4,7,-3,·,·,-2,15,5,-21,11,-17
CC(=O)N1CCc2cc([N+](=O)[O-])ccc21,-12,1,-11,1,·,18,2,-19,-30,-15,5
C=CCOc1ccc(/C(CC)=N/O)c(OC)c1,4,-15,-38,-8,1,1,2,-15,-2,-31,-11
CCCc1cc(CNC(=O)C2CCC(=O)N(Cc3ccccc3F)C2)on1 (stereo not drawn),-9,4,-2,-15,-2,-1,2,11,2,-2,-19
CC(=O)O[C@H]1CC[C@@]2(C)C(CCC3C2CC[C@]2(C)OC(=O)CCC32)C1 (stereo partly drawn),8,-2,8,6,0,14,-3,9,15,-3,-9
O=C(NCc1cccnc1)c1cccn2c(=O)c3sccc3nc12,-15,6,7,-2,5,5,-16,-2,-32,13,6
O=C(Cn1ncc(N2CCOCC2)c(Cl)c1=O)c1ccc(Cl)cc1,6,-23,-45,-22,-1,-5,-9,0,9,-40,-24
FC(F)(F)c1ccc(Cl)c(NC(=S)NC2CC2)c1,-22,-6,18,6,0,-6,-26,16,-1,-3,-17
COc1ccc2sc(-c3ccc(S(C)(=O)=O)cc3)c(C(=O)NCCc3c[nH]c4ccccc34)c2c1,16,2,7,14,·,-8,3,7,11,29,15
CCCCC1(CCCC)NC(=S)N(Nc2ccc(C)cc2)C1=O,-5,-22,10,9,3,-6,-7,14,0,14,1

# In the list so far, two contain a furan ring, fused or not:
SMILES,C8 TRAIL sens,TROY signal inh,HIF-2a inh,TRPM1 prom inh,NR2E3 ag-1,KKLEB cytotox,TWEAK Fn14 block,Shn3 3UTR inh,CF NFkB block,Peg3 prom inh,NR2E3 ag-2
O=C(NCc1ccccc1)/C(=C\c1cccc([N+](=O)[O-])c1)NC(=O)c1ccco1,-2,9,8,·,·,-8,14,5,22,3,-21
O=C1CCC(=O)N1CN(C(=O)c1ccco1)c1ccc(Cl)c(Cl)c1,-10,-13,23,14,1,-1,-4,16,-1,5,-6

# These rows are one share of the data. The share of hits here may be higher or lower than overall.
